From PubChem BioAssay
mHTT CaM bind – inhibitors of human mutant huntingtin-calmodulin interaction | AlphaScreen His-mHTT/GST-CaM binding, luminescence | inhibition, % at 15 µM | 3.6% of 190,000 active;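 further: 0% = both proteins with DMSO and 100% = one protein alone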
Pf apPOL block – Pf-apPOL DNA polymerase inhibition; Recombinant Pf-apPOL, molecular beacon fluorescence, 1.5 h; 0.25% of 210,000 active; inhibition, % at 10 µM
An asterisk follows results filed as active; i = inactive; x = no result given; & = joins results of further samples. No stated cut-off is given here; in the data, active means inhibition above about 50%; inactive means the rest. Compounds as they come (roughly 3.5% active in at least one column).

smiles,mHTT CaM bind,Pf apPOL block
CC(C)(O)C#CC(O)c1ccccc1F (stereo not given),-2,-11
CCOCCSC1=C(C#N)C(c2cccs2)C(C(C)=O)=C(C)N1 (stereo not given),-6,-30
COc1cccc(CNC(=O)C2CCCN(c3ncnc4c3nc3n4CCCCC3)C2)c1 (stereo not given),9,-4
O=C(O)C1C2CCC(C2)C1C(=O)Nc1ccc(F)c(Cl)c1 (stereo not given),-5,1
COc1ccc(S(=O)(=O)N(C)c2ccccc2)cc1,-13,0
CC(C)=CC/C=C1\CCC(C(=O)O)C(C(=O)O)C1 (stereo not given),0,5
CCCC1=NN(C(=O)c2ccccc2Br)C(O)(C(F)(F)F)C1 (stereo not given),-6,2
Cc1ccc(N2C(=O)CSC2c2cccs2)cc1 (stereo not given),-1,-3
Cc1ccc(C(=O)N2CCN(c3ccc(F)c(Cl)c3)C(=O)C2C)cc1 (stereo not given),-5,69*
Cc1n[nH]c(C)c1Sc1ccccc1[N+](=O)[O-],19&9,7&-6
COc1cc(OC)c(NC(=O)c2ccc(C)c(C)c2)cc1Cl,4,-2
COc1ccc(C2CC(=O)n3nc(-c4ccc(F)cc4)nc3S2)cc1 (stereo not given),6,7
COc1ccc(-n2nc3c(c2NC(=O)c2ccccc2C(F)(F)F)CS(=O)(=O)C3)cc1,4,-7
Cc1cccc(CNC(=O)Cn2c(C(C)C)nc3c(c2=O)CN(Cc2ccccc2)CC3)c1,5,-4
Cc1ncc([N+](=O)[O-])n1CCSc1nnc(SCc2ccccc2)s1,6,7
CN1CCN(C(=O)c2cnn3c4c(cnc23)CCCCCC4)CC1,3,-3
N#C/C(=C\c1ccc(O)cc1)c1nc2ccccc2s1,31,0
Cc1cc(Br)cc(C)c1NC(=O)c1cccc([N+](=O)[O-])c1,-2,-5
Cc1ccc2c(c1Br)C(=Nc1ccc(F)cc1)C(=O)N2,32,-4
O=C(Nc1c2c(nn1-c1ccc(Cl)cc1)CSC2)c1cccc([N+](=O)[O-])c1,-9,-5
O=C(NCC12CC3CC(CC(C3)C1)C2)N1CCN(CCO)CC1,-1,-4
CC(C)C(=O)Nc1c2c(nn1C(C)(C)C)CS(=O)C2 (stereo not given),-3,-8
CCn1c(CC2CCN(C(=O)c3ccc(C)c(F)c3)C2)nc2cccnc21 (stereo not given),7,-5
COc1ccc(N2C(=O)NC(=O)/C(=C\c3cc(C)n(-c4ccccc4)c3C)C2=O)cc1,46,-3
Cc1cccc(C)c1NC(=O)c1ccc(C(C)(C)C)cc1,-15,-5
Cc1noc(-c2cccc(F)c2)c1C(=O)NCc1ccccc1,-14,0
O=C(Nc1cnccn1)c1c(O)c2cccc3c2n(c1=O)CC3,-2,-7
CC1=C(C(=O)N(C)C)C(c2ccc(Br)cc2)n2c(nc3ccccc32)N1 (stereo not given),36,-13
CN1C(=O)C2CCCCN2c2ccc(C(=O)NCc3cccc(F)c3)cc21 (stereo not given),28,-2
Cc1cc(C(=O)Nc2ccc(Cl)cn2)ccc1[N+](=O)[O-],4&0,-1&-1
CCC[C@H]1CN(c2ccc(OC)cc2)C(=O)[C@@H]1CC(=O)Nc1ccccc1,4,1
COC(=O)C12CC3CC(CC(C(=O)OC)(C1)C3=O)C2=O,-4,x
Cc1ccc(NCN2C(=O)C3C4CCC(C4)C3C2=O)cc1Cl (stereo not given),1,4
O=C(NCCc1ccccc1)c1ccc(CS(=O)(=O)Cc2ccccc2Cl)o1,1,-8
CN(C)CCNC(=O)c1ccc(I)cc1,6,-9
Cc1ccc2[nH]cc(CCN3CC(C(=O)Nc4ccc(F)cc4)CC3=O)c2c1 (stereo not given),10,1
COc1ccccc1/C=C1/N=C(c2cc(Br)ccc2OC)OC1=O,38,-4
Cc1cc(C(=O)CNc2ccc(Br)cc2)ccc1F,-5,-6
CS(=O)(=NS(=O)(=O)c1ccccc1)c1ccccc1 (stereo not given),1,-6
CCCCSc1nnc(C(F)F)n1/N=C/c1cnn(C)c1C,i,x
O=C(c1c(Cl)nc(Cl)c(Cl)c1Cl)n1ccnc1,29,-3
COc1cc(C(=O)Nc2ccc(-c3nc4ncccc4o3)cc2)cc(OC)c1OC,0&3,3&8
COc1cccc(CN2CCc3c(cc(C(=O)N4CCN(C(C)C)CC4)n3C)C2)c1,28,-1
CCOC(=O)C1CCN(C(=O)C2(c3ccc(NC(C)=O)cc3)CCCCC2)CC1,4,0
C=C(C)CN(CC)Cc1ccc([N+](=O)[O-])cc1,-10,0
CCCNC(=O)c1c[nH]c2ccc(S(=O)(=O)N(CC)c3ccc(F)cc3)cc2c1=O,10,-12
O=C(NC1CCCCCC1)C1CCN(c2ncnc3c2nc2n3CCCCC2)CC1,-4,-1
COCCOc1nc2ccccc2nc1C,-10,1
COc1ccc(C(=O)Cn2c(Br)nc3c2c(=O)n(C)c(=O)n3C)cc1,3,1
Cc1ccc(N2CC(C(=O)NCCc3ccccc3)CC2=O)cc1Cl (stereo not given),-1,-3

Carrying on:
smiles,mHTT CaM bind,Pf apPOL block
Oc1ccc2cc(Br)ccc2c1,-17,-2
O=C(Nc1cccc(-c2nc3cc(Cl)ccc3o2)c1)c1ccccc1[N+](=O)[O-],-2,-7
O=S(=O)(NCC1CCCO1)c1ccc(Cl)cc1 (stereo not given),-5,-6
COc1ccc(/C=C2\Sc3ccccc3C2=O)c(OC)c1,4,-3
C=C(C)C(C)(O)C#CCN1CCOCC1 (stereo not given),0,-4
O=C(CCN1CCOCC1)c1ccccc1,-7,0
CC(C)(C)OC(=O)Nc1ccc(C(C)(C)C)cc1,x,4&-2
COc1ccc(C(=O)CC(c2ccc(C)o2)S(=O)(=O)c2ccc(C)cc2)cc1 (stereo not given),44,-27
C=CCNC(=O)C12CC3(C)CC(C)(CC(C)(C3)C1)C2,-14,1
CC(=O)N1CCN(C(=O)O[C@@H]2C[C@H]3C[C@@H]2[C@H]2CCCCN2C3=O)CC1,-7,-5
CC(C)c1ccc(/C=C2\C(=O)Nc3ccc(Cl)cc32)cc1,21,3
CC1=C(C)CC(C(=O)Nc2ccc(Cl)cc2)C(C(=O)O)C1 (stereo not given),1,6
C=CCSc1nnc2c(n1)OC(c1cc(OC)c(O)c([N+](=O)[O-])c1)Nc1ccccc1-2 (stereo not given),4,-6
COc1ccc(-c2nnc(NC(=O)c3ccc(Cl)cc3Cl)s2)cc1OC,2,0
c1ccc(Cn2c(SCc3ncn[nH]3)nc3ccccc32)cc1,0,-3
O=c1/c(=C/c2c(F)cccc2Cl)sc2nc(-c3cccs3)nn12,5,-6
COc1ccc(S(=O)(=O)NCCC2CCN(C(=O)c3ccc(C)cc3)CC2)cc1OC,39,-2
CC(=O)NCc1csc(C2CCCN(S(=O)(=O)c3ccc(C)c(C)c3)C2)n1 (stereo not given),19,12
CC(=O)Nc1cc(C(=O)NC2CCCCC2C)ccc1Sc1ccc(F)cc1 (stereo not given),-4,-18
Cc1onc(-c2ccccc2Cl)c1C(=O)N1CCN(c2nc3ccccc3s2)CC1,3,1
O=C(Nc1cccc(-c2nc3ncccc3o2)c1)c1ccccc1Br,-1,-6
COc1ccc(CC(=O)Nc2c3c(nn2-c2cccc(C)c2C)CS(=O)C3)cc1 (stereo not given),6,0
C#CCN1CC(N(C)CCOC(=O)c2cccs2)CS1(=O)=O (stereo not given),-7,-8
O=C1OCC(Cn2c3ccccc3c3ccccc32)O1 (stereo not given),-7&3,-2&4
O=C(Nc1ccc(Cl)cn1)C1C(c2ccccc2)C1(Cl)Cl (stereo not given),-24,-6
O=C(COc1ccc(Cl)cc1)Nc1ccccc1NC(=O)c1ccccc1C(F)(F)F,-12,-8
COc1cc2c(cc1OC)C(C(=O)Nc1ccc3c(c1)OCCO3)C(c1cccnc1)N(C)C2=O (stereo not given),-4,-8
CCCn1cnnc1C1CCN(C(=O)CCc2ccccc2OC)CC1,-3,-4
c1ccc(-c2nonc2-c2ccccc2)cc1,-86,-2
O=C(c1ccc(S(=O)(=O)N2CCCC2)cc1)N1CCN=C1SCc1ccccc1F,-2,3
OC(CN1CCN(c2ccccn2)CC1)c1ccc2c(c1)OCO2 (stereo not given),3,-1
O=C(CSc1nc2ccccc2c(=O)n1Cc1ccccc1)c1ccccc1,-6,-1
Cc1cccc(NC(=O)N2CCCC2c2ccccc2C)c1 (stereo not given),-8,-5
C(=NN=Cc1cccs1)c1cccs1,x,-9
Cc1ccc(C)c(NC(=O)Cn2nc(N(C)C)c3ccccc3c2=O)c1,16,-3
CC(=O)N1C(C[N+](=O)[O-])CC(C)N1c1ccccc1 (stereo not given),-7,2
CC(C)CC(=O)Nc1ccc([N+](=O)[O-])cc1Cl,-10,-1
CC(C)(C)c1nnc(Nc2ccccc2Cl)[nH]c1=O,1,-4
Cc1cccc(NC(=O)Cn2nc(N3CCCC3)c3ccccc3c2=O)c1,2,-3
O=C(CN(c1ccc([N+](=O)[O-])cc1)S(=O)(=O)c1ccccc1)Nc1cccc(F)c1,39,-8
CC1CCN(C(=O)c2ccc(OCC3CCCN(C(=O)C4CCCC4)C3)cc2)CC1 (stereo not given),-7,0
Cc1ccc(C(=O)N2CCCC(COc3ccc(C(=O)N4CCCCC4)cc3)C2)cc1 (stereo not given),6,-2
COc1ccc(Cl)cc1N1C(=O)C2CCCN2C1c1ccc(Br)cc1 (stereo not given),15,-1
O=C1CC(c2ccccc2Cl)CC2=C1C(c1ccccc1F)Nc1ccccc1N2 (stereo not given),25,-6
Cc1cccc(-c2noc(-c3cccnc3N3CCC(C(=O)NCC4CC4)CC3)n2)c1,-7,-1
COc1ccc(-c2nc(NCc3ccccc3)c3ccccc3n2)cc1OC,14,-1
CC(C)c1nnc(NC(=O)c2ccc(Br)cc2)s1,1,-3
COc1cc2c(cc1OC)C(COc1ccc3c(C)cc(=O)oc3c1)N(C(=O)c1cccc(OC)c1OC)CC2 (stereo not given),12,-6
COc1ccc(SCCC(=O)NNS(=O)(=O)c2cccs2)cc1,x,1&-2
OC(CN1CCN(c2ncccn2)CC1)c1ccc(Cl)cc1 (stereo not given),-4,-5

Arranged by number of heavy atoms (high to low): part of the list above.
smiles,mHTT CaM bind,Pf apPOL block
Cc1cccc(CNC(=O)Cn2c(C(C)C)nc3c(c2=O)CN(Cc2ccccc2)CC3)c1,5,-4
Cc1ccc(C(=O)N2CCCC(COc3ccc(C(=O)N4CCCCC4)cc3)C2)cc1 (stereo not given),6,-2
COc1ccc(CC(=O)Nc2c3c(nn2-c2cccc(C)c2C)CS(=O)C3)cc1 (stereo not given),6,0

Remaining list, next part:
smiles,mHTT CaM bind,Pf apPOL block
Cc1ccc(C2SCC(=O)N2c2ccc(C)cc2)cc1 (stereo not given),-11,0
Nc1ccc(-c2ccc3ncc4ccc(=O)n(-c5cccc(C(F)(F)F)c5)c4c3c2)cn1,x,10
CCN1C(=O)COc2ccc(-c3noc(-c4cccc(F)c4)n3)cc21,-2,0
Cc1cccc(-n2nc3c(c2NC(=O)COc2ccccc2)CS(=O)(=O)C3)c1C,5,-5
Cc1ccc(-c2nc(C)c(C(=O)N3CCC(CC(=O)NCc4ccccc4)CC3)s2)cc1,31,-6
Cc1c(Cl)cccc1NC(=O)c1ncn[nH]1,26,-2
O=C(NCCCc1ccccc1)c1cccc(NC(=O)C2CCCC2)c1,-8,-2
O=C(COc1ccccc1)N1CCCC2(C1)Nc1cccnc1NC2=NCc1ccccc1 (stereo not given),31,-2
COc1ccc2c(c1)C1(Nc3ccccc3C(=O)N1c1ccccc1)C(=O)N2 (stereo not given),9,-3
CN1CCN(c2nc3ccc(NC(=O)C4CC(=O)N(c5ccccc5)C4)cc3s2)CC1 (stereo not given),6,-2
CCc1cc(SC#N)cc(CC)c1N1C(=O)C=CC1=O,22,-5
NC(Cc1cccc2ccccc12)=NO,x,1
N=C1S/C(=C\c2ccc(-c3ccc(F)cc3F)o2)C(=O)N1c1nccs1,5,0
COc1cc([N+](=O)[O-])cc2sc(NC(=O)c3ccco3)nc12,3,0
CC(C)CNC(=O)c1ccc2c(c1)nnn2C,-1,-3
CN(CC12CCCC1N(C)C(=O)CC2)C(=O)NC1CCCC1 (stereo not given),-2,-1
CCOc1ccc(CNC(=O)c2ccc3c(c2)nc2n3CCCC2)cc1OC,16,-3
O=C1OC2CC3CC2C1C3C(=O)N1CCCc2ccccc21 (stereo not given),-4,-7
OC1COC2C(O)COC12 (stereo not given),x,-14
Cn1nc(CC(=O)Nc2ccc(F)c(F)c2)c2ccccc2c1=O,2,6

Six entries drawn at random from the list so far, as already listed:
smiles,mHTT CaM bind,Pf apPOL block
Cc1ccc(-c2nc(C)c(C(=O)N3CCC(CC(=O)NCc4ccccc4)CC3)s2)cc1,31,-6
N=C1S/C(=C\c2ccc(-c3ccc(F)cc3F)o2)C(=O)N1c1nccs1,5,0
Cn1nc(CC(=O)Nc2ccc(F)c(F)c2)c2ccccc2c1=O,2,6
CCN1C(=O)COc2ccc(-c3noc(-c4cccc(F)c4)n3)cc21,-2,0
Cc1ccc(C2SCC(=O)N2c2ccc(C)cc2)cc1 (stereo not given),-11,0
NC(Cc1cccc2ccccc12)=NO,x,1
